Arrestin-AP2 inh: blocks beta-arrestin peptide binding to AP2 adaptin; AID 504490; FITC-arrestin peptide / GST-AP2 beads, flow cytometry; AP2 beta2 appendage carries R879A mutation; 340,000 compounds, 0.31% hits; inhibition, % at 10 µM;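 active means inhibition above a set limit, near 3 SD of compounds lacking own fluorescence, cut at about 54% in these data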;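 further: plate controls were DMSO wells for no effect and 5 µM unlabelled arrestin peptide for full effect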
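System: GST-tagged AP2 beta2-adaptin appendage (R879A) on 4 µm glutathione beads / Reagent: FITC-arrestin peptide, 50 nM / Detection: HyperCyt-sampled flow cytometry, FL1 channel, ex 488/em 535 nm / Timing: 12 min plus 1 h, RT / Buffer or medium: PBS plus Tween 20 (0.05%) and BSA (0.1%)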
C-LANA FP: inhibitors of KSHV LANA C-terminal domain DNA binding; inhibition, % at 9 µM; MBP-C-LANA/FAM-LBS DNA binding, fluorescence polarization; 340,000 compounds, 0.078% hits;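 active means highest replicate inhibition at or above 60% at 9 µM, even if other replicates fall short; inactive means all replicates below 60% inhibition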;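 further: 0% = neutral control wells and 100% = 4 µM acridine orange control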
Keap1 Nrf2 FP: disrupts human Keap1 binding to Nrf2 peptide. Keap1 Kelch-Nrf2 peptide fluorescence polarization, 1536-well. inhibition, % at 9.4 µM. 340,000 compounds, 0.15% hits; in the data active means inhibition above about 12%;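 further: human Keap1 Kelch domain with fluorescein labeled Nrf2 9mer peptide probe; 0% = neutral control wells and 100% = peptide positive control; higher means more block of Keap1 binding to Nrf2 peptide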
RTF Ca sens inh: cardiac RTF calcium desensitization | IANBD-labeled cardiac RTF, Ca2+ fluorescence | inhibition, % at 7.15 µM | 340,000 compounds, 0.12% hits | AID 493244;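 active means inhibition above the mean inhibition of all tested compounds plus 3 SD, cut at about 17% in these data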;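 further: assay run at fixed EC70 calcium of 1.6 mM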
Wnt act: activators of Wnt/beta-catenin signaling; Wnt/beta-catenin reporter cell assay, activator, plate reader; activation, % at 9.35 µM; 300,000 compounds, 1.2% hits; in the data active means activation above about 30%, passing the limit was not always enough;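 further: 0% = neutral control wells and 100% = positive control wells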
V-ATPase pHluor: alters yeast V-ATPase proton transport; S. cerevisiae, pHLuorin cytosolic pH fluorescence; AID 504577; response, % at 10 µM; 350,000 compounds, 0.37% hits; in the data active means response mostly above about 7.3%, no sharp cut-off; inactive means mostly below about 5.4%; further: actives read high; inactives centre near 0; some compounds called inactive have numbers as strong as hits; reference of the scale not given here
cardiac RTF act: increases calcium sensitivity of human cardiac regulated thin filaments | P19429+P45379 | IANBD-labeled TnC RTF fluorescence at EC20 calcium; 0% EC20 calcium, 100% full calcium | activation, % at 7.2 µM | 340,000 compounds, 0.24% hits;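 active means activation above the mean over all tested compounds plus 3 SD, cut at about 30% in these data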;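 further: rise in fluorescence read as greater calcium sensitivity of cardiac thin filaments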
OPRM1-OPRD1 ag: agonists of human mu-delta opioid receptor heterodimerization. P35372+P41143. cells, OPRM1-OPRD1 heterodimerization, luminescence. activation, % at 9.3 µM. 340,000 compounds, 0.3% hits; in the data active means activation above about 18%;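 further: 0% = vehicle-treated cells and 100% = reference agonist; values of inactives mirror those of a sister screen read the other way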
Target sequence (P35372 whole entry, looked up): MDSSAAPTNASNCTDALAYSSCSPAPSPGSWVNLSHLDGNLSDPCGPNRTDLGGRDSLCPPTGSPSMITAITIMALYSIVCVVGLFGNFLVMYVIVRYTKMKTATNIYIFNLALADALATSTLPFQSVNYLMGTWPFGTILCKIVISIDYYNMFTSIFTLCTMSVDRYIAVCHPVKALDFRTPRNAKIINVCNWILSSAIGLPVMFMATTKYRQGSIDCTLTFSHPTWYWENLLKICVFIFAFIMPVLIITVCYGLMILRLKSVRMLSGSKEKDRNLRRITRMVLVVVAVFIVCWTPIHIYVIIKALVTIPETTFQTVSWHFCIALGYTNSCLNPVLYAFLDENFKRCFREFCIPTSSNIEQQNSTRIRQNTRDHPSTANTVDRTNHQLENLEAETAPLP
Target sequence (P41143 whole entry, looked up): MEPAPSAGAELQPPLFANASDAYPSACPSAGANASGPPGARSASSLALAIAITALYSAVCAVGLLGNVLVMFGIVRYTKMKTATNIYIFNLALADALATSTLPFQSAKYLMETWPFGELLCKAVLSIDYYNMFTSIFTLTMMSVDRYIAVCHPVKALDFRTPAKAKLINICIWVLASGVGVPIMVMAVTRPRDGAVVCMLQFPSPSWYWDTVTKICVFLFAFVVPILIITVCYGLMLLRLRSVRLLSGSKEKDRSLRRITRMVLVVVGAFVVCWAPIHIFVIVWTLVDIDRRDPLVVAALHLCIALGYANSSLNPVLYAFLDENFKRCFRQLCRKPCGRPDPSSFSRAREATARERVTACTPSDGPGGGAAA
MOR-DOR inv ag: inverse agonist of human OPRM1-OPRD1 heterodimerization | P35372+P41143 | cell-based MOR-DOR heterodimer luminescence, inverse agonism | inhibition, % at 9.3 µM | 340,000 compounds, 0.21% hits; in the data active means inhibition above about 22%, passing the limit was not always enough;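 further: 0% = cells with DMSO and 100% = wells without cells with DMSO; values of inactives mirror those of a sister screen read the other way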
DSG3 Ab inh: inhibitors of pemphigus antibody binding to human desmoglein-3; P32926; DSG3-coupled beads, scFv-anti-DSG3-GFP binding, flow cytometry; hits give low values; binding (percent of control), % at 10 µM; 310,000 compounds, 0.48% hits; AID 588358;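 active means binding more than 3 SD below its plate's average and above zero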;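 further: hits lower antibody fragment binding to DSG3; some compounds called inactive have numbers as strong as hits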
Active calls of the source: *; x = not tested or not shown.

Start of the listing, in advance:
SMILES | Arrestin-AP2 inh | C-LANA FP | Keap1 Nrf2 FP | RTF Ca sens inh | Wnt act | V-ATPase pHluor | cardiac RTF act | OPRM1-OPRD1 ag | MOR-DOR inv ag | DSG3 Ab inh
CCOC(=O)C1=C(c2cccc(F)c2)NC(=S)NC1C (centres undefined) | -5 | -2.8 | -3 | 9 | -3 | -1 | 3 | -1.3 | 7 | 106
C/C(=N/NC(=O)CNC(=O)c1cccnc1)c1ccco1 | 10 | 0.6 | -1 | -13 | 1 | -3 | 9 | -1.3 | 7 | 100

The list itself, from the start:
SMILES | Arrestin-AP2 inh | C-LANA FP | Keap1 Nrf2 FP | RTF Ca sens inh | Wnt act | V-ATPase pHluor | cardiac RTF act | OPRM1-OPRD1 ag | MOR-DOR inv ag | DSG3 Ab inh
CCOC(=O)C1=C(c2cccc(F)c2)NC(=S)NC1C (centres undefined) | -5 | -2.8 | -3 | 9 | -3 | -1 | 3 | -1.3 | 7 | 106
C/C(=N/NC(=O)CNC(=O)c1cccnc1)c1ccco1 | 10 | 0.6 | -1 | -13 | 1 | -3 | 9 | -1.3 | 7 | 100
COc1cccc(NC(=O)c2ccccc2-c2nc(-c3cccc(C)c3)no2)c1 | 6 | -0.2 | -5 | -9 | x | 1 | -1 | 3.9 | -21 | 96
COc1cc(C(=O)NCc2nnc(SCC(=O)N3CCCc4ccccc43)o2)cc(OC)c1OC | 1 | -1.1 | -3 | -5 | 1 | 4 | 5 | 0.0 | 0 | 122
COc1ccc(-n2c(N)c(C(=O)NCc3ccco3)c3nc4ccccc4nc32)cc1OC | 9 | -1.7 | -3 | 3 | 2 | 8 | 2 | 0.2 | -1 | 101
O=C(Cc1ccc(Cl)cc1)Oc1cccc2cccnc12 | 4 | 1.0 | 1 | -10 | x | 1 | -6 | -2.9 | 15 | 79
CN(CC(=O)Nc1ccc(Cl)cc1)CC(=O)Nc1cccc(Br)c1 | -6 | -0.2 | -10 | -2 | -4 | 4 | -1 | 1.6 | -13 | 120
CC(Oc1ccc(Cl)cc1)C(=O)OCC(=O)Nc1ncc(Cl)cc1Cl (centres undefined) | 22 | -0.9 | 4 | -2 | x | 8 | 2 | -2.9 | 13 | 96
CCN(C(=O)CSc1nnc(-c2ccc(OC)cc2)n1C(C)C)C1CCS(=O)(=O)C1 (centres undefined) | 0 | 2.0 | -5 | -12 | -4 | -1 | 7 | -1.1 | 6 | 113
COc1cc(CC(=O)Nc2ccc3nc(C)sc3c2)cc(OC)c1OC | 8 | 1.7 | -1 | 0 | -6 | 0 | -3 | -3.2 | 16 | 95
Cc1ccc(C(C(=O)NC2CCCC2)N(C(=O)c2csnn2)C2CCCC2)o1 (centres undefined) | 10 | 0.8 | -4 | -1 | -1 | 7 | -1 | -1.1 | 5 | 103
CCN1CCN(c2oc(/C=C/c3ccccc3)nc2C#N)CC1 | 7 | -2.2 | -2 | 3 | -1 | -1 | -3 | -2.2 | 11 | x
N#Cc1ccc(NC(=O)c2nc(-c3ccccc3)n(-c3ccccc3)n2)cc1 | 1 | -1.7 | 2 | -7 | x | -4 | -3 | -0.6 | 3 | 85
CCCN(C(=O)Cc1coc2cc(C)c(C)cc12)c1c(N)n(Cc2ccccc2)c(=O)[nH]c1=O | 30 | x | x | -2 | 0 | -1 | -5 | -4.1 | 21 | 103
Cc1cc2cc3c(cc2nc1SCC(=O)O)OCCO3 | 42 | -0.2 | 0 | 1 | x | -2 | 6 | -2.1 | 12 | 101
O=C1CC2(CCCCCC2)Oc2ccc(Cl)cc21 | 0 | -0.3 | 2 | -22 | 0 | -5 | -2 | 1.5 | -8 | 103
Fc1cc2[nH]c(=S)[nH]c2c(Br)c1N1CCSCC1 | -14 | -1.5 | -1 | -6 | -11 | 1 | -6 | 2.7 | -13 | 97
CCc1ccccc1N1C(=O)c2cccc3c(N4CCOCC4)c([N+](=O)[O-])cc(c23)C1=O | -2 | -0.7 | -2 | -9 | -3 | 2 | 1 | 0.1 | -1 | 102
O=C(c1ccccc1NS(=O)(=O)c1ccc(F)cc1F)N1CCCCC1 | -18 | 1.9 | -2 | -12 | 0 | -2 | 12 | -2.7 | 14 | 141
Cc1nn(Cc2ccc(C(=O)NN)o2)c(C)c1Cl | 0 | 2.0 | -5 | -1 | 2 | 0 | 9 | 1.7 | -8 | x
CC(=O)Nc1ccc(OC(F)(F)C(F)C(F)(F)F)c(NC(C)=O)c1 (centres undefined) | 23 | 0.3 | 2 | 0 | -1 | 1 | 1 | -3.1 | 14 | 106
COc1ccc(-c2nc(CS(=O)CC(=O)NCc3cccnc3)c(C)o2)cc1 (centres undefined) | -1 | -0.3 | -8 | -7 | -5 | 0 | 1 | -0.9 | 5 | 101
Cc1c(C(=O)N2CCCCC2)c(S(=O)(=O)N(C)Cc2ccccc2)c(C)n1C | -16 | -0.3 | -3 | -2 | 0 | -3 | -4 | -2.3 | 12 | 101
Cc1cccc(/N=C/c2sc3ccccc3c2O)n1 | 2 | -1.2 | 2 | -21 | 46* | 4 | 4 | 1.6 | -8 | 94
CCCOC1CCCN(C(=O)CCc2nnc(Cc3cccc(C)c3)o2)C1 (centres undefined) | 9 | 0.2 | -7 | -8 | -2 | -2 | 7 | 2.3 | -12 | 96
COc1ccc(-n2nc(C(=O)NCC(=O)NCCCN3CCN(C)CC3)c3ccccc3c2=O)cc1 | 3 | 0.3 | 2 | -8 | 2 | 1 | -5 | 0.5 | -4 | 114
Nc1cc(=O)[nH]c(SCCSc2cc(Cl)ccc2Cl)n1 | -11 | -0.5 | -2 | -5 | -13 | 2 | -4 | -2.1 | 10 | 99
O=C1c2ccccc2C(=O)C1c1ccc2ccccc2n1 | -5 | -0.7 | -2 | -3 | x | -26 | 0 | 1.0 | -5 | 76
O=C(CSc1ccc2ccccc2n1)Nc1ccc(N2CCOCC2)cc1 | -19 | 0.1 | -2 | -9 | -1 | -1 | 11 | 2.2 | -13 | 102
Cc1oc2c(CN(C)C)c(O)ccc2c(=O)c1-c1ccc2ccccc2n1 | 11 | -0.3 | -1 | 7 | -3 | 2 | -5 | -1.3 | 8 | 98
CC(=O)Nc1cccc(NC(=O)COc2ccc3c(c2)CCC3)c1 | -1 | 3.3 | 1 | -9 | 25 | -3 | 2 | -0.3 | 1 | x
CCOC(=O)CC(=O)CSc1nc(C)cc(-c2cccnc2)c1C#N | -1 | -0.5 | -4 | 6 | -3 | 2 | 5 | 0.7 | -4 | 104
O=C1CCC2=C(CCCC2=O)N1 | 2 | -0.8 | 4 | -11 | 0 | 5 | 4 | -2.4 | 12 | 105
CCN1CCN(c2cc(N3CCN(C(=O)c4ccco4)CC3)c3c4c(onc24)-c2ccccc2C3=O)CC1 | 44 | -23 | -24 | 3 | x | 2 | 2 | 0.7 | -4 | 85
COc1cccc(Nc2nc3ccccc3nc2NS(=O)(=O)c2ccc(NC(C)=O)cc2)c1 | 4 | 0.7 | -1 | 0 | x | 2 | -4 | -1.6 | 8 | x
COc1cccc(/C=N\NC(=O)c2ccc(Cn3cc(Br)c([N+](=O)[O-])n3)o2)c1O | -7 | 1.5 | 3 | -11 | -3 | -2 | -4 | -0.5 | 3 | 103
Cn1c(NCc2ccc(Cl)cc2)nc2ccccc21 | -1 | 1.6 | -4 | -1 | 8 | -2 | 4 | -2.8 | 15 | 104
CC1CCCC(C)N1C(=O)Cc1ccccc1 (centres undefined) | 7 | -0.7 | -4 | 4 | -3 | -1 | 4 | -1.5 | 9 | 103
CC(Sc1ccc2nnc(-c3ccc(F)cc3)n2n1)C(=O)O (centres undefined) | 27 | 0.2 | -5 | -1 | -2 | 3 | 7 | 0.2 | -1 | 103
O=C(CSc1nnc2c(Cl)cc(Cl)cn12)N1CCN(S(=O)(=O)c2ccccc2)CC1 | -2 | -0.9 | -6 | 3 | -3 | -5 | -7 | -0.4 | 2 | 115
Cc1ccc(-c2csc3ncnc(-n4nnc5ccccc54)c23)cc1 | 12 | 1.1 | -5 | -13 | -1 | 0 | 1 | 23* | -122 | 89
CC(C)(C)OC(=O)N1CCC(C(=O)N[C@@H](Cc2ccccc2)C(=O)O)CC1 | 12 | 2.3 | 2 | -4 | x | 0 | 0 | -1.1 | 6 | 102
CC12CCC(=O)N1C(C(=O)NNC(=O)COc1ccc(Br)cc1)CS2 (centres undefined) | 28 | -4.2 | -1 | -15 | 1 | 5 | -4 | -0.8 | 4 | 97
COc1cccc(NC(=O)CSC2=NN3CCCC(=O)N=C3S2)c1 | 1 | -0.1 | -1 | -36 | -2 | 3 | -4 | 1.3 | -8 | 88
CCn1c(C)[n+](CCCS(=O)(=O)[O-])c2cc(Cl)c(Cl)cc21 | -15 | -2.5 | -5 | -35 | -1 | -3 | 1 | -0.8 | 4 | 111
COc1ccc(N(CC(=O)NC(C)(C)C)C(=O)CCC(=O)Nc2nccs2)cc1 | 15 | 1.4 | 1 | 1 | -1 | 3 | -10 | -2.3 | 11 | 104
Nc1cc(OC(=O)c2ccc(F)cc2)nn1S(=O)(=O)c1ccccc1 | -3 | 0.2 | -21 | 7 | -3 | 0 | 3 | 0.4 | -2 | 93
Cc1ccc(OCC(=O)N[C@@H](C)c2nnc3ccccn23)cc1C | -7 | 0.9 | -4 | -5 | 2 | 0 | 5 | -1.3 | 7 | 106
O=C1CCc2cc(S(=O)(=O)Nc3ccccc3F)cc3c2N1CCC3 | 5 | -0.1 | -7 | -2 | 1 | 1 | 7 | -0.7 | 4 | 104
CCOc1ccc(CC(=O)Nc2c(C(N)=O)oc3ccc(Br)cc23)cc1OCC | 6 | -1.2 | -5 | -2 | -1 | -2 | 1 | 1.7 | -10 | 93
COc1ccc(NS(=O)(=O)c2ccc(S(=O)(=O)N3CCCC3)cc2)cc1Cl | 3 | -1.3 | -4 | -5 | x | 6 | 6 | -2.2 | 9 | 95
O=c1c2ccccc2nc(N/N=C/c2ccccc2)n1O | 5 | -2.0 | 1 | -1 | x | -2 | 1 | -0.3 | 1 | 95
O=C(c1cc2cc(Cl)ccc2[nH]1)N1CCN(C(=O)c2ccco2)CC1 | 4 | -0.3 | -2 | -10 | -2 | 2 | 0 | -2.1 | 11 | 97
O=C(CSc1ccc(-c2ccc(F)cc2)nn1)NC1CCCCC1 | 22 | -0.9 | 3 | -6 | -1 | -2 | -8 | -1.8 | 12 | x
COc1ccc(/C=N/NC(=S)N[C@H]2CC3CCC2C3)cc1 (some centres undefined) | -10 | -0.7 | -1 | x | 1 | 2 | x | x | x | 100
O=C(NCc1ccccc1)C12CN(Cc3ccccc3)CC1C(c1ccc([N+](=O)[O-])cc1)=NO2 (centres undefined) | 5 | -1.2 | 4 | -9 | -3 | 1 | 8 | 2.4 | -14 | x
O=C(CC1Oc2ccccc2NC1=O)NCc1ccc(Cl)cc1 (centres undefined) | 22 | 1.8 | 0 | 0 | -3 | 5 | 2 | -3.5 | 18 | 101

Source: PubChem (several laboratories)
